BB579 growth dn = chemicals that inhibit yeast BB579 growth in restrictive medium (lifespan-shortening candidates); AID 804; S. cerevisiae BB579 growth, OD615, 48 h; inhibition, % at 10 µM; 140,000 tested, 0.51% active;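 active means inhibition above a set limit, 3 SD over the mean compound inhibition, cut at about 44% in these data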; further: inactives centre near -24
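test system = yeast BB579 (DeaD) | buffer or medium = restrictive CSMM-D medium | doses = single compound dose of 10 µM, 0.25% DMSO final | times = 4 h preincubation and 48 h exposure at 30 °C | technique = culture absorbance at 615 nm | benchmarks = amphotericin B 10 µg/mL, positive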
Phagocyt inh = blocks phagocytosis by macrophages. 110,000 tested, 0.07% active. J774A.1 macrophage IgG-bead phagocytosis, imaging. inhibition, % at 5 µM;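 active means inhibition above the mean of the plate negative controls plus 5 SD, cut at about 13% in these data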;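 further: phagocytic index as fraction of beads internalized from green versus red external bead signal; plate controls were DMSO negative control for no effect and cytochalasin-D positive control for full effect; some results beyond the cut were filed as inactive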
Yeast life ext = yeast lifespan extension. S. cerevisiae growth with nicotinamide, OD615; deaD strain in restrictive glucose medium. inhibition of the nicotinamide effect, % at 10 µM. 130,000 tested, 0.68% active;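 active means inhibition above a set limit, placed 3 SD over the median of all compounds, cut at about 26% in these data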;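 further: 0% = nicotinamide-treated wells and 100% = cells grown without nicotinamide; some compounds called inactive have numbers as strong as hits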
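Material: Modified budding yeast, DeaD strain | Medium: Restrictive glucose medium | Probe or stimulus: 1.5 mM nicotinamide | Dosing: Single dose 10 µM compound, 0.25% DMSO | Times: 48 h at 30 °C | Technique: OD615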
E-sel TNF inh = TNF alpha driven E-selectin expression inhibition. HUVEC TNFa-induced E-selectin immunofluorescence, high content. inhibition, % at 2 µM. 120,000 tested, 0.71% active. AID 1246;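 active means inhibition above the batch mean plus 3 SD, and confirmed as a hit on visual image review, cut at about 43% in these data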;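 further: 0% = TNF-stimulated DMSO wells and 100% = unstimulated control wells; not every result past the cut was called active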
bCat KO growth = beta-catenin-lacking colon tumor cell growth suppression. HCT116 beta-catenin knockout viability, CellTiter-Glo, 60 h; stronger effect = lower value. viability, % at 10 µM. 140,000 tested, 1.5% active;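 active means viability at or under a set limit, the compound median less 4 SD, cut at about 6% in these data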;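 further: 0% = Hyamine 1622 control at 20 µM and 100% = untreated cell control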
GALR2 blocker = blocks the human galanin receptor 2; O43603; GALR2-expressing cells, antagonist mode; inhibition, % at 4 µM; 140,000 tested, 0.39% active; in the data active means inhibition above about 27%;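 further: cells stimulated with galanin 1-16 at roughly its EC80; 0% = agonist challenge control and 100% = basal control without agonist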
Target sequence (O43603 whole entry, looked up): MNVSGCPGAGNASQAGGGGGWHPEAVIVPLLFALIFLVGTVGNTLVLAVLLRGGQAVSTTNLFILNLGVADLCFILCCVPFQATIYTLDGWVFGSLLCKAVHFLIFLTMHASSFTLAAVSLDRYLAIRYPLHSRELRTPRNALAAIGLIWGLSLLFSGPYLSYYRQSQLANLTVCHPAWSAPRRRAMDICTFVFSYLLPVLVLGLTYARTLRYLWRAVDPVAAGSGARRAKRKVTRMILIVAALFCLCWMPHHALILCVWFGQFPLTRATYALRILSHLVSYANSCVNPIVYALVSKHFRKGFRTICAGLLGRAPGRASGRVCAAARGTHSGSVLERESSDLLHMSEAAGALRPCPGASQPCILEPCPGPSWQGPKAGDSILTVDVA
Measles CPE = protection of cells from measles virus | Measles virus-infected cells, CPE protection, absorbance | protection (pct of control), % at 4 µM | 140,000 tested, 1.5% active; in the data active means protection mostly above about 24%, no sharp cut-off; inactive means mostly below about 26%; further: some compounds called inactive have numbers as strong as hits
NPY-Y2 antag = blocks the human neuropeptide Y Y2 receptor. P49146. NPY-Y2 expressing cells, antagonist mode. inhibition, % at 2.7 µM. 140,000 tested, 0.99% active. AID 793; in the data active means inhibition above about 17%;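 further: 0% = vehicle with agonist challenge and 100% = reference antagonist with challenge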
Target sequence (P49146 whole entry, looked up): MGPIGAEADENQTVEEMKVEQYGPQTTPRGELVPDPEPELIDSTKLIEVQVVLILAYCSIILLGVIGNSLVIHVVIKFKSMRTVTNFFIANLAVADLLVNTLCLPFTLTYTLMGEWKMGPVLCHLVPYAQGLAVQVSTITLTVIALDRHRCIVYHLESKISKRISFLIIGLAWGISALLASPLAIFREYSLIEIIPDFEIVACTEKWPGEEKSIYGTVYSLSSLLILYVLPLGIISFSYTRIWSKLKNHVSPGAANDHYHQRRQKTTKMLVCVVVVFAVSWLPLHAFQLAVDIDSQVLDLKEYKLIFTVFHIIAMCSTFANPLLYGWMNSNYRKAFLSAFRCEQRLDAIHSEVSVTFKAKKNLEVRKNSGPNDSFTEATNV
MRP1 act = MRP-1 activation; AID 799; viability increase, % at 10 µM; 140,000 tested, 0.61% active; H69AR cells + doxorubicin, viability rescue, CellTiter-Glo;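 active means viability gain under doxorubicin at or above a set limit, the compound median plus 3 SD, cut at about 4.7% in these data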;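 further: MRP-1 overexpressing cells given doxorubicin 25 µM after compound pretreatment; 18-22 h compound pretreatment then 72 h with doxorubicin before readout; 0% = doxorubicin-only wells and 100% = vehicle-treated cells without doxorubicin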
PTEN del growth = growth suppressors of cells with PTEN tumor suppressor deletion | HCT116 PTEN-null viability, CellTiter-Glo, 60 h; stronger effect = lower value | viability, % at 10 µM | 140,000 tested, 1.2% active | AID 827;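 active means viability at or below a set limit, 4 SD under the median of all tested compounds, cut at about 3.7% in these data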;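 further: PTEN knockout HCT116 line with beta catenin targeted HCT116 as companion control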
The depositor's hits bear a star; / = not tested or not shown.

SMILES | BB579 growth dn | Phagocyt inh | Yeast life ext | E-sel TNF inh | bCat KO growth | GALR2 blocker | Measles CPE | NPY-Y2 antag | MRP1 act | PTEN del growth
Cn1c(=O)cc(SCC(=O)N2CCN(Cc3ccc4c(c3)OCO4)CC2)c2ccccc21 | -14 | -2 | -14 | / | 80 | 4 | 22 | 5 | -2.2 | 72
COc1cc([N+](=O)[O-])ccc1NC(=O)CCN1C(=O)C2C3CCC(C3)C2C1=O (configuration not stated) | -9 | -4 | 4 | -27 | 110 | 5 | 9 | 1 | -1.5 | 107
CCOC(=O)CSc1cc(C)nc(N)n1 | -47 | 1 | -6 | -6 | 95 | 6 | 19 | -1 | 0.0 | 96
COc1ccc(N2CCN(CCNC(=O)CCCn3c(=O)[nH]c4cc(Cl)ccc4c3=O)CC2)cc1 | -19 | 1 | -6 | -76 | 89 | -6 | 19 | -1 | -0.1 | 101
Cc1cc(NS(=O)(=O)c2ccc(NC(=O)CCCC(=O)O)cc2)nc(C)n1 | -24 | / | -9 | -14 | 89 | -1 | 5 | 1 | -2.3 | 100
COc1ccc(C(NC(C)=O)c2ccc3cccnc3c2O)c(OC)c1 (configuration not stated) | -12 | -1 | / | / | 3.7* | / | 18 | / | -8.0 | 2.5*
COCCN(C(=O)CNC(=O)c1cccs1)C(C(=O)NC1CCCCC1)c1ccco1 (configuration not stated) | -16 | 0 | -21 | / | 85 | 5 | 2 | 5 | -3.3 | 84
COc1ccccc1CN(Cc1cc2c(C)ccc(C)c2[nH]c1=O)Cc1nnnn1Cc1ccco1 | -33 | -6 | -4 | -76 | 55 | 2 | 20 | 4 | -4.6 | 53
CCCC1(C(=O)O)NC(c2ccccc2O)C2C(=O)N(c3cccc(Cl)c3)C(=O)C21 (configuration not stated) | -13 | 0 | -1 | / | 97 | / | 24 | / | -1.1 | 102
CC(C)CCNC(=O)CNC(=O)c1cccs1 | -32 | 0 | -6 | 33 | 108 | 21 | 8 | 5 | 1.0 | 113
S=C(NCCc1ccccc1)N1CCN(Cc2ccc(Cl)c(Cl)c2)CC1 | -7 | -13 | -2 | / | 93 | -1 | 25 | 0 | -3.2 | 92
O=C(OCc1nc2scc(-c3ccccc3)c2c(=O)[nH]1)c1cc(Cl)ccc1[N+](=O)[O-] | -35 | -4 | -3 | / | 99 | 16 | 15 | 1 | 3.4 | 107
COc1ccc(C(=O)C[n+]2ccc(-c3nnc4n3CCC4)cc2)cc1 | -20 | -7 | 1 | / | 97 | -6 | 13 | 2 | 0.8 | 96
COc1ccc(OC)c(S(=O)(=O)N2CCN(C34CC5CC(CC(C5)C3)C4)CC2)c1 | -27 | / | -3 | -14 | 84 | 5 | 9 | -3 | -3.6 | 90
CCCc1cc(C(=O)NCC(C)C)no1 | -57 | 0 | -9 | / | 105 | 8 | 16 | 6 | -1.1 | 102
CC1CCCCN1C(=O)c1ccc(C(=O)N2CCCCC2C)cc1 (configuration not stated) | -10 | 0 | -7 | / | 80 | -5 | 5 | 1 | -0.9 | 95
O=C1CCC(Cc2ccccc2)N1 (configuration not stated) | 7 | / | -12 | 20 | 98 | 4 | 12 | 3 | -1.1 | 101
CC(=O)c1ccc(NS(=O)(=O)c2ccc(C)cc2)cc1 | -38 | -1 | 5 | 14 | 81 | 3 | 7 | 4 | 2.9 | 93
CC1CCCN(CCSc2ccc(Cl)cc2)C1 (configuration not stated) | -11 | -4 | 10 | / | 95 | -1 | 21 | 7 | -0.5 | 84
N#Cc1c(N)n(CCOC(=O)c2cccc([N+](=O)[O-])c2)c2nc3ccccc3nc12 | -40 | 2 | 0 | 27 | 93 | -9 | 5 | 0 | -2.0 | 91
CCOc1ccc(C(=O)NC2CCN(S(=O)(=O)CC)CC2)cc1 | -21 | -1 | -12 | 17 | 91 | -2 | 7 | 4 | -2.8 | 94
CCOc1ccc(OCc2nnc(SCC(=O)NC3CCS(=O)(=O)C3)n2-c2ccc(Cl)cc2)cc1 (configuration not stated) | -15 | 4 | -2 | 11 | 72 | -5 | 6 | -2 | 1.2 | 86
Cc1ccc(OCCNS(=O)(=O)c2cccs2)cc1 | -46 | 3 | -12 | -25 | 85 | -6 | 10 | 2 | 0.4 | 89
c1ccc(Cn2nnnc2CN2CCCC2)cc1 | -12 | / | -4 | 10 | 92 | 18 | 24 | 3 | -1.9 | 91
COC(=O)N/N=C/c1cc(Cl)cc(Cl)c1OCc1ccccc1 | -18 | -4 | 4 | / | 85 | -3 | 5 | 4 | -0.1 | 79
COc1ccc(C(=O)Nc2cccc(C)c2)cc1S(=O)(=O)N1CCOCC1 | -42 | 4 | -10 | -16 | 78 | -6 | 3 | 6 | -1.0 | 91
COc1ccc(CC(=O)Nc2ccc(-c3nnc(-c4ccc(C)cc4)o3)cc2)cc1 | -41 | / | -2 | 4 | 5.0* | -2 | 26 | 4 | -4.8 | 2.6*
Cc1ccccc1NC(=O)C1CCCN(S(=O)(=O)c2cccc3cccnc23)C1 (configuration not stated) | -29 | 0 | -2 | / | 79 | 7 | 10 | 0 | -2.2 | 79
CCCCP(=O)(CCCC)Cc1ccccc1 | -19 | -1 | -7 | 2 | 84 | 8 | 4 | 5 | -0.8 | 87
O=[N+]([O-])c1cc(C(F)(F)F)ccc1NCCNC(=S)Nc1ccc(Cl)cc1 | -34 | 0 | -22 | -10 | 18 | -7 | 8 | -5 | -6.3 | 4
COc1nc(N(C)S(=O)(=O)c2ccc(C)cc2)nc(C)c1Cl | -7 | 0 | -12 | -11 | 64 | 13 | 5 | 10 | -1.0 | 50
COC(=O)c1c(NC(=O)C2CCC2)sc(C(=O)N(C)C)c1C | -30 | 0 | -6 | -24 | 96 | -3 | 8 | 0 | -1.9 | 99
COCCCn1c(SCC(=O)Nc2ccc(C(=O)OC)cc2)nc2ccccc2c1=O | -40 | 0 | -5 | 22 | 87 | 2 | 10 | 5 | -0.6 | 92
COc1ccccc1-n1c(-c2cccnc2)n[nH]c1=S | -10 | -1 | -13 | -10 | 109 | 0 | 2 | -1 | -3.4 | 102
Cc1nn(-c2ccccc2)c(C)c1NS(=O)(=O)c1ccccc1 | -24 | 0 | -2 | -3 | 100 | -1 | 16 | 1 | -1.8 | 91
Cn1ccc(NC(=O)Nc2ccc(Cl)cc2Cl)n1 | 3 | -10 | -7 | 4 | 101 | -1 | 3 | -3 | -3.7 | 89
C=CCN1C(=O)C(O)(CC(=O)c2ccccc2)c2ccccc21 (configuration not stated) | -14 | -1 | -12 | 1 | 43 | -9 | 24 | -2 | -4.1 | 72
COc1ccc(-c2nc(C#N)c(NCc3ccc(F)cc3)o2)cc1OC | -7 | -1 | -13 | / | 93 | -11 | 15 | 24* | 1.3 | 86
O=C(/C=C/c1ccc(Br)cc1)N1CCN(c2cccc(C(F)(F)F)c2)CC1 | -36 | -10 | 7 | 0 | 66 | -10 | 21 | 19* | 4.0 | 69
O=S(=O)(c1ccc(Cl)cc1)N1CCSC1c1ccco1 (configuration not stated) | -71 | -1 | 2 | -27 | 99 | -6 | 31 | 3 | -1.8 | 90
CCOC(=O)c1cccc(NC(=O)C2CCCN2S(=O)(=O)c2cccc3cccnc23)c1 (configuration not stated) | -28 | -1 | -3 | 9 | 82 | 9 | 13 | 2 | -3.0 | 80
O=C(Nc1ccccc1)c1ccc(Cn2cc(C(F)(F)F)ccc2=O)cc1 | -25 | / | -2 | 5 | 93 | -8 | 6 | 0 | -4.4 | 89
Cc1ccc(NC2=NCC(=O)N2Cc2ccccc2)c(C)c1 | -27 | / | / | -6 | 94 | -3 | 18 | 5 | -2.4 | 95
O=C(COC(=O)CN1C(=O)c2ccccc2C1=O)Nc1ncc(Cl)cc1Cl | -59 | -1 | -12 | 8 | 92 | -5 | 4 | 0 | -0.6 | 104
CC(C)(C)c1ccc(S(=O)(=O)NCC(=O)Nc2sc3c(c2C(N)=O)CCCC3)cc1 | -46 | 1 | -2 | -11 | 94 | -4 | 9 | 8 | -0.8 | 97
COc1ccc(Nc2ncnc3scc(-c4ccc(OC)cc4)c23)cc1 | -35 | 4 | -5 | -3 | 19 | 15 | 6 | 32* | -3.9 | 21
COC(=O)NNC(=O)c1ccc(C)cc1 | 2 | 0 | -13 | 9 | 102 | -6 | 3 | -2 | -0.1 | 102
CC(C)(C)NC(=O)C(c1ccco1)N(C(=O)c1csnn1)c1ccccc1 (configuration not stated) | -20 | -1 | -12 | -3 | 98 | 0 | 2 | 2 | -1.1 | 97
COc1cc(C2Nc3ccc4ncccc4c3C3=C2C(=O)CC(C)(C)C3)cc(OC)c1O (configuration not stated) | 1 | -3 | -10 | 10 | 84 | 2 | 1 | 0 | -2.9 | 82
CC(C)OC(=O)C(=O)NNc1ccccc1 | -45 | -3 | 6 | 15 | 105 | 17 | 5 | 1 | -2.2 | 101

Filtered by structure, the entries above with fluorine
SMILES | BB579 growth dn | Phagocyt inh | Yeast life ext | E-sel TNF inh | bCat KO growth | GALR2 blocker | Measles CPE | NPY-Y2 antag | MRP1 act | PTEN del growth
O=[N+]([O-])c1cc(C(F)(F)F)ccc1NCCNC(=S)Nc1ccc(Cl)cc1 | -34 | 0 | -22 | -10 | 18 | -7 | 8 | -5 | -6.3 | 4
COc1ccc(-c2nc(C#N)c(NCc3ccc(F)cc3)o2)cc1OC | -7 | -1 | -13 | / | 93 | -11 | 15 | 24* | 1.3 | 86
O=C(/C=C/c1ccc(Br)cc1)N1CCN(c2cccc(C(F)(F)F)c2)CC1 | -36 | -10 | 7 | 0 | 66 | -10 | 21 | 19* | 4.0 | 69
O=C(Nc1ccccc1)c1ccc(Cn2cc(C(F)(F)F)ccc2=O)cc1 | -25 | / | -2 | 5 | 93 | -8 | 6 | 0 | -4.4 | 89

The listing continues:
SMILES | BB579 growth dn | Phagocyt inh | Yeast life ext | E-sel TNF inh | bCat KO growth | GALR2 blocker | Measles CPE | NPY-Y2 antag | MRP1 act | PTEN del growth
CC1CN(CCCCOc2ccc3ccccc3c2)CC(C)O1 (configuration not stated) | 7 | -8 | -8 | / | 80 | -1 | 14 | 9 | -0.7 | 93
S=c1[nH]nc(-c2cc3ccccc3o2)n1Cc1ccccc1 | -19 | / | / | -9 | 95 | -8 | 4 | 4 | -2.0 | 92
O=C(O)c1ccc(N=NN2CCOCC2)cc1 | -9 | -5 | -2 | / | 96 | 5 | 37 | -1 | -1.4 | 100
O=C(c1ccc(CSc2ccccc2)cc1)N1CCCCCC1 | -20 | -2 | 3 | -9 | 65 | -13 | 2 | 4 | -3.6 | 71
Cc1ccc(-n2c(SCC(=O)NCc3ccco3)nc3sc(C)c(C)c3c2=O)cc1 | -18 | / | -6 | 6 | 86 | 15 | 6 | 1 | -4.9 | 87
Nc1nnc(SCCOc2ccccc2)s1 | -21 | 0 | -25 | 1 | 102 | 1 | 5 | 3 | -2.3 | 87
CCN(CCCCN1C(=O)c2ccccc2C1=O)c1ccc2c(c1)C(=O)N(C)C2=O | -90 | 0 | -6 | / | 95 | 15 | 36 | 2 | -0.1 | 98

Screening results: PubChem, several laboratories
